SIRT5 block = blocks human SIRT5 desuccinylation of peptide; 1.1% of 330,000 active; Purified SirT5, succinyl-peptide AMC, trypsin-coupled fluorescence; Q9NXA8; inhibition, % at 15 µM; in the data active = inhibition above about 15%; inconclusive = no clear call, values can overlap the other calls
Target sequence (Q9NXA8 whole entry, looked up): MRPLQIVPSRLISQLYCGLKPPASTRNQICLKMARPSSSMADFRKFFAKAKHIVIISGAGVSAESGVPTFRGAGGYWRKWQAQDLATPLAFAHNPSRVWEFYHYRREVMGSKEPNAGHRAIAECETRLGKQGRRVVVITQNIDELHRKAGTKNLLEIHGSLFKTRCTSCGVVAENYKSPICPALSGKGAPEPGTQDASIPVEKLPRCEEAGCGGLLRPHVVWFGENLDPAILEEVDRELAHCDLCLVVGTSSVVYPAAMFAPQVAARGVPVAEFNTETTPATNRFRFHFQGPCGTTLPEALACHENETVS
DENV2 CPE rescue = protects cells from dengue virus 2 cytopathic effect; AID 651640; DENV2-infected cells, cytopathic effect rescue, plate reader; CPE inhibition, % at 9.99 µM; 1.7% of 350,000 active; in the data active = CPE inhibition above about 20%, passing the limit was not always enough; inconclusive = no clear call, values can overlap the other calls; tested in BHK-21 cells;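 note: 0% = median of neutral control wells and 100% = median of positive control wells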
ERp5 block = inhibitors of human ERp5; Q15084; ERp5 insulin aggregation, absorbance 650 nm, 90 min; inhibition, % at 9.99 µM; 0.05% of 350,000 active;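 active = mean replicate inhibition above about 25%, with every replicate also reaching it, limit read from the data, passing the limit was not always enough; inconclusive = only one of those two criteria met; inactive = neither criterion met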
Target sequence (Q15084 whole entry, looked up): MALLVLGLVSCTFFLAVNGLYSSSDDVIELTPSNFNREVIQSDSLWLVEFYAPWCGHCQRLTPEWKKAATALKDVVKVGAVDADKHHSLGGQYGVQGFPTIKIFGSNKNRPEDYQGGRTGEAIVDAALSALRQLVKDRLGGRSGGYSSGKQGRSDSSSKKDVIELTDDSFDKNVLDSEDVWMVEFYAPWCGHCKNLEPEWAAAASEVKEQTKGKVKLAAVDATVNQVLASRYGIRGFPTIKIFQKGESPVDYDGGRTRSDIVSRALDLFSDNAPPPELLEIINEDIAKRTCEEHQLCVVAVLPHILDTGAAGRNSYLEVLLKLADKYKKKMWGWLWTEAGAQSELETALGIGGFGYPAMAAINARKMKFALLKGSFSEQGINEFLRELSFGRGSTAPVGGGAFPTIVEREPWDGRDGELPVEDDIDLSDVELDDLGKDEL
miR122 inh = inhibitors of miR-122 in Huh7 cells; AID 602342; Huh7 miR-122 Renilla luciferase sensor, 48 h; neutral wells = 0, positive control = 100; activation (reporter increase), % at 12.5 µM; 0.3% of 340,000 active;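 active = mean replicate activation score at least 90 and every replicate individually at or above 90; inconclusive = only one of the two criteria met; inactive = neither criterion met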;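 note: higher luciferase means less miR-122 activity so hits act as miR-122 inhibitors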
CFTR F508del cor = CFTR F508del correction in bronchial cells | activity (quench increase), % at 7.58 µM | 0.36% of 350,000 active | CFBE cells, YFP halide quenching; stimulated with forskolin plus potentiator P3; % fluorescence drop versus neutral controls | AID 720511;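 active = mean added fluorescence quench of at least 8% versus neutral control, with both replicates also reaching 8%; inconclusive = only one of the mean or replicate conditions met; inactive = mean below 8% and not both replicates reaching 8%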;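 note: cells transiently co-express mutant CFTR-F508del with the halide-sensitive YFP; corrector assay measuring rescue of mutant channel to the surface after 24 h compound exposure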
Casp6 inh = caspase-6 (human) enzyme inhibition; inhibition, % at 12.5 µM; purified caspase-6, Z-VEID-R110 cleavage fluorescence; 0.53% of 350,000 active; P55212;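 active = mean inhibition across replicates at least about 35%, with every replicate also reaching that limit, limit read from the data; inconclusive = only one of the two criteria met; inactive = neither criterion met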;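 note: 0% = median of neutral control wells and 100% = no fluorescence left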
Target sequence (P55212 24-179 limits assumed): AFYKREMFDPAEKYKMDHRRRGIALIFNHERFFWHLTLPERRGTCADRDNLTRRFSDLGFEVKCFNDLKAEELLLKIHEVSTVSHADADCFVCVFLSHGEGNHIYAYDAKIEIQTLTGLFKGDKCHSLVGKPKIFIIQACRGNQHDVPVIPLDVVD
Target sequence (P55212 194-293 limits assumed): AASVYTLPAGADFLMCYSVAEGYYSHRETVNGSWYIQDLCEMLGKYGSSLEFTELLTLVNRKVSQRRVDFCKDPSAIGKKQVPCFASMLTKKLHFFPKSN
ERAP1 HTS inh = ERAP1 (human) enzyme inhibition; Q9NZ08; recombinant ERAP1, Leu-AMC fluorescence, 60 min; inhibition, % at 10.7 µM; 0.15% of 340,000 active;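 active = mean replicate inhibition of at least 30%, or all replicates individually reaching that 30% level; inactive = mean below 30% and not every replicate reaching it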;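 note: 0% = neutral control wells and 100% = L-leucinethiol positive control wells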
An asterisk follows results filed as active; u = inconclusive; x = no result given; [ ] = remark or other dose.

SMILES	SIRT5 block	DENV2 CPE rescue	ERp5 block	miR122 inh	CFTR F508del cor	Casp6 inh	ERAP1 HTS inh
C[C@@H]1CN([C@@H](C)CO)C(=O)c2cccc(NC(=O)c3ccncc3)c2O[C@H]1CN(C)Cc1ccncc1	1	-1	-5	-5[16.7 µM]	0.6	-2	0
CCOCCCNC(=S)N1CCC(NC(=O)C23CC4CC(CC(C4)C2)C3)CC1	0	12	9	0	-0.4	-1	-3
CCC(C)(C)NC(=O)C(c1ccccc1Cl)N(Cc1cccnc1)C(=O)CCC(=O)Nc1cc(C)on1 (configuration not stated)	x	9	-1	-4	1.6	-2	3
C[C@H]1CN([C@@H](C)CO)C(=O)Cc2cc(NC(=O)C3CCCCC3)ccc2O[C@H]1CN(C)C(=O)Nc1ccccc1	-3	u	0	7[16.7 µM]	0.7	1	-1
CC(C)(C)c1cc(-c2nc(N)nc(N)n2)cc(C(C)(C)C)c1	4	3	4	x	x	0	-1
O=C(CC(c1ccccc1)c1ccccc1)Nc1ccc(C(=O)O)cc1	-6	5	-3	8	-2.6	-4	0
O=C(Nc1cccnc1)c1cc(Br)c(Br)s1	-6	3	17	x	-2.2	4	-1
CN(c1ccc(C(=O)NC2CCCCC2)cc1)S(=O)(=O)c1ccccc1	-7	-6	2	x	-2.7	3	0
O=C(Nc1ccc(Br)c2cccnc12)c1ccc(Cn2cc(Cl)cn2)o1	-1	-1	1	x	-4.0	6	1
CCCN(C)C[C@H]1OCCCC[C@H](C)Oc2ccc(NC(=O)CCC(F)(F)F)cc2C(=O)N([C@H](C)CO)C[C@H]1C	7	-3	2	3[16.7 µM]	0.4	1	0
CC(=O)c1c(C)[nH]c(C(=O)Nc2cccc(C)n2)c1C	4	-3	-4	-3	4.0	1	-3
COc1ccc(NC(=O)C2CC(c3ccc(Cl)cc3)=NO2)cc1 (configuration not stated)	0	3	2	8	-0.4	-1	0
CSc1ccc(CN2CCSCC2)cc1	8	u	0	4	-4.0	2	-2
Cc1ccc(NC(=O)CC(=O)Nc2ccc(C)cc2)cc1	-4	-5	0	x	-2.9	-2	0
COc1ccc(-n2c(N)c(C#N)c3ccc([N+](=O)[O-])cc3c2=O)cc1	-3	4	1	x	x	1	6
O=[N+]([O-])c1cccc(-c2nc3ccccc3s/c2=N/O)c1	-5	6	6	6	-1.3	7	-3
O=C(CN1C(=O)c2ccccc2S1(=O)=O)c1ccc(F)cc1	2	-3	8	-3	4.5	-4	x
C/C(=N\NC(=O)Cn1nc(C)c([N+](=O)[O-])c1C)c1ccc(O)cc1	x	1	-2	x	x	0	-2
CC(C)(C)OC(=O)NCc1ccc(CNC(=O)c2[nH]cnc2C(=O)N[C@@H](Cc2ccccc2)C(=O)OC(C)(C)C)cc1	x	7	-3	-14	-5.8	-1	x
Nc1nonc1-n1nnc(C(=O)N/N=C/c2ccccc2Cl)c1CSc1ccccc1	-3	-1	-3	10	-1.3	-5	1
Cc1cccc(C)c1NC(=O)CCCCCNS(=O)(=O)c1ccccc1	0	-1	-2	-9	-3.7	4	1
O=C(CNC(=O)c1ccccc1F)OCCOc1cccc(Cl)c1	-1	8	3	3	-1.0	-1	10
CCn1c(=O)c(C(=O)CN2CCN(S(=O)(=O)c3ccccc3)CC2)c(N)n(Cc2ccccc2)c1=O	-4	-4	1	x	-1.9	-7	-1
Cc1onc(-c2ccc(Cl)cc2Cl)c1C(=O)/C=C/N(C)C	0	3	5	x	0.3	0	3
COC(=O)c1ccc(NC(=O)Nc2ccccc2F)cc1	-1	-2	-5	1	-2.7	4	-4
COCCCNC(=O)/C(C#N)=C/c1c(N2CCN(C)CC2)nc2c(C)cccn2c1=O	-39	-5	0	-5	4.6	-7	-178
C[C@@H]1CN([C@H](C)CO)C(=O)c2cccc(NS(=O)(=O)c3ccc(Cl)cc3)c2O[C@H]1CN(C)S(=O)(=O)c1ccc(F)cc1	x	-6	x	0[16.7 µM]	-2.4	x	x
Cc1nn(-c2ccccc2)c(C)c1NC(=O)COC(=O)c1ccccc1OC(F)F	0	3	-18	x	-1.0	9	-3
CC(C(=O)Nc1cccc(C#N)c1)N(C)CCOc1ccccc1 (configuration not stated)	-3	-8	2	0	0.1	1	-1
CCCc1cn(CC[C@H]2CC[C@@H](NC(=O)C3CCCCC3)[C@H](CO)O2)nn1	2	2	-1	-10[16.7 µM]	0.3	1	1
CC(C)NC(=O)N1Cc2cc(C(=O)NCC(F)(F)F)nc(-c3cccc(-c4cc5ccccc5o4)c3)c2[C@H]1CCO	8	-4	-7	x	-3.4	2	0
O=C(CN1CCOCC1)N[C@@H]1CC[C@H](CCn2cc(C3CC3)nn2)O[C@@H]1CO	-9	10	-1	x	-2.1	0	0
CN(C(=O)COn1nnc2ccc(Cl)cc21)C1CCS(=O)(=O)C1 (configuration not stated)	-4	14	1	0	3.9	0	-2
CC(=O)N/C(=C\c1ccc(F)cc1)C(=O)OC(C)C	1	-9	4	x	0.0	0	-1
CCOc1ccccc1C1c2[nH]c3ccccc3c2C[C@H]2C(=O)N(C3CCN(Cc4ccccc4)CC3)CC(=O)N12 (some centres not stated)	-1	-1	3	-12	2.0	1	-1
C[C@H](CO)N1C[C@H](C)[C@H](CN(C)C(=O)Nc2ccc(C(F)(F)F)cc2)Oc2ccc(NS(C)(=O)=O)cc2C1=O	0	-8	4	1[16.7 µM]	3.2	-2	0
Cc1noc(C)c1NC(=O)Nc1ccc2c(c1)CC(=O)N([C@H](C)CO)C[C@@H](C)[C@@H](CN(C)Cc1ccc(C(F)(F)F)cc1)O2	-3	-12	11	6[16.7 µM]	-1.0	-4	2
C[C@@H]1CN([C@H](C)CO)C(=O)c2cc(NC(=O)CCCCCC(=O)Nc3ccccc3N)ccc2O[C@H]1CN(C)Cc1ccncc1	5	-12	-1	x	-0.2	4	-1
CO[C@@H]1CN(C)C(=O)c2cc(NS(=O)(=O)c3cn(C)cn3)ccc2OC[C@@H](C)N(CCC(F)(F)F)C[C@@H]1C	-6	0	5	x	-0.5	7	2
Clc1ccc(-c2csc(-c3cccnc3)n2)s1	-1	51*	-6	4	0.6	4	x
S=C(NCCc1ccccc1)Nc1ccc(Br)cc1	2	2	4	x	x	-2	-6
O=C(NNC(=O)C1CCN(S(=O)(=O)c2ccc(Cl)cc2)CC1)c1ccccc1	1	-3	0	-3	-2.5	-6	-2
COc1ccc2nc(SCC(=O)NCC3CCCO3)c(C#N)cc2c1 (configuration not stated)	x	1	-7	1	0.2	0	-6
CC(=O)CCC1C2C(O)C(C(C)C)C(OC(=O)/C=C/c3ccccc3)CC12C (configuration not stated)	0	2	-1	-5	1.7	2	0
CC(=O)NC1=NN(C(C)=O)C(C)(c2ccc(C)cc2)S1 (configuration not stated)	-3	u	2	-15	0.5	1	2
CSc1ccc(S(=O)(=O)NCC(=O)OCC(=O)NC2(C#N)CCCCC2)cc1[N+](=O)[O-]	2	-1	-5	x	0.3	10	9
Cc1ccccc1NC(=O)NC1(C(=O)N2CCC(C(N)=O)CC2)CCCCC1	-2	-1	2	1	2.4	0	-2
c1cc2cc(CNc3nc(NCC4CC4)nc4ccsc34)ccc2o1	x	u	7	-12	-1.2	-4	-1
CCOC(=O)Cc1c[nH]c2ccc([N+](=O)[O-])cc12	-5	7	-2	-2	2.5	-1	3
COc1nc(C)cc(C)c1S(=O)(=O)c1ccccc1	-6	-2	3	3	3.1	0	-1

15 entries already listed, sorted by length of the SMILES, high to low:
SMILES	SIRT5 block	DENV2 CPE rescue	ERp5 block	miR122 inh	CFTR F508del cor	Casp6 inh	ERAP1 HTS inh
Cc1noc(C)c1NC(=O)Nc1ccc2c(c1)CC(=O)N([C@H](C)CO)C[C@@H](C)[C@@H](CN(C)Cc1ccc(C(F)(F)F)cc1)O2	-3	-12	11	6[16.7 µM]	-1.0	-4	2
C[C@@H]1CN([C@H](C)CO)C(=O)c2cc(NC(=O)CCCCCC(=O)Nc3ccccc3N)ccc2O[C@H]1CN(C)Cc1ccncc1	5	-12	-1	x	-0.2	4	-1
C[C@H](CO)N1C[C@H](C)[C@H](CN(C)C(=O)Nc2ccc(C(F)(F)F)cc2)Oc2ccc(NS(C)(=O)=O)cc2C1=O	0	-8	4	1[16.7 µM]	3.2	-2	0
CO[C@@H]1CN(C)C(=O)c2cc(NS(=O)(=O)c3cn(C)cn3)ccc2OC[C@@H](C)N(CCC(F)(F)F)C[C@@H]1C	-6	0	5	x	-0.5	7	2
CCOc1ccccc1C1c2[nH]c3ccccc3c2C[C@H]2C(=O)N(C3CCN(Cc4ccccc4)CC3)CC(=O)N12 (some centres not stated)	-1	-1	3	-12	2.0	1	-1
CSc1ccc(S(=O)(=O)NCC(=O)OCC(=O)NC2(C#N)CCCCC2)cc1[N+](=O)[O-]	2	-1	-5	x	0.3	10	9
O=C(CN1CCOCC1)N[C@@H]1CC[C@H](CCn2cc(C3CC3)nn2)O[C@@H]1CO	-9	10	-1	x	-2.1	0	0
O=C(NNC(=O)C1CCN(S(=O)(=O)c2ccc(Cl)cc2)CC1)c1ccccc1	1	-3	0	-3	-2.5	-6	-2
Cc1ccccc1NC(=O)NC1(C(=O)N2CCC(C(N)=O)CC2)CCCCC1	-2	-1	2	1	2.4	0	-2
CN(C(=O)COn1nnc2ccc(Cl)cc21)C1CCS(=O)(=O)C1 (configuration not stated)	-4	14	1	0	3.9	0	-2
CCOC(=O)Cc1c[nH]c2ccc([N+](=O)[O-])cc12	-5	7	-2	-2	2.5	-1	3
CC(=O)N/C(=C\c1ccc(F)cc1)C(=O)OC(C)C	1	-9	4	x	0.0	0	-1
COc1nc(C)cc(C)c1S(=O)(=O)c1ccccc1	-6	-2	3	3	3.1	0	-1
Clc1ccc(-c2csc(-c3cccnc3)n2)s1	-1	51*	-6	4	0.6	4	x
S=C(NCCc1ccccc1)Nc1ccc(Br)cc1	2	2	4	x	x	-2	-6

Next part.
SMILES	SIRT5 block	DENV2 CPE rescue	ERp5 block	miR122 inh	CFTR F508del cor	Casp6 inh	ERAP1 HTS inh
CCC(C)c1ccc(OCC(=O)Nc2ccc3c(c2)C(=O)NC3=O)cc1 (configuration not stated)	-3	3	-17	6	2.3	-2	-3
CCOc1ccc2ccccc2c1/C=N/NC(=O)c1c(C)cc(C)[nH]c1=O	1	14	3	-3	-6.3	-2	1
CCOc1ccc(C(c2c(NC(=O)c3ccccc3)sc(C)c2C)N2CCN(CCO)CC2)cc1 (configuration not stated)	1	5	-10	x	x	0	3
COC(=O)[C@]12C[C@H](CC(=O)N3CCCCC3)C(=O)N(Cc3ccccc3)C1=C[C@H](C(C)C)O[C@@H]2C1CC1	x	u	-4	x	-0.7	3	-2
Cn1cnc(CCNC(=O)C[C@H]2CC[C@H]3[C@@H](COC[C@@H](O)CN3C(=O)Nc3ccc(C(F)(F)F)cc3)O2)c1	0	-1	-1	1[16.7 µM]	-1.1	1	1
CCCn1c(N2CCN(Cc3cccc(C)c3)CC2)nc2c1c(=O)[nH]c(=O)n2C	-2	-2	-6	-5	-0.9	1	-1
CC(C)NC(=O)N(C)C[C@H]1Oc2ccc(NC(=O)Nc3ccc(C(F)(F)F)cc3)cc2CC(=O)N([C@H](C)CO)C[C@H]1C	0	-7	-1	11[16.7 µM]	1.5	2	4
O=C(Cc1cccc(NC(=O)C2CCCN(C(=O)CCc3ccccc3)C2)c1)Nc1cccc(C(=O)N2CCCC2)c1 (configuration not stated)	x	7	2	-5	-2.3	x	x
O=C(Cc1ccccc1)N[C@H]1CC[C@@H](CC(=O)N2CCCCC2)O[C@H]1CO	-1	0	1	x	-2.6	1	-2
O=c1c(Cc2ccc(Cl)cc2Cl)c(O)ccn1CC(F)(F)F	-4	6	1	0	-1.4	-2	-3
